Growth percent in the NCI-60 one-dose screen (48 h, 10 µM unless noted): 100 = growth as untreated, 0 = no growth, -100 = all killed.
HS 578T: HS 578T breast cancer; AID 1794788; 78,000 tested, 4.1% active
SK-MEL-2: SK-MEL-2 melanoma | 77,000 tested, 4.7% active
T-47D: T-47D breast cancer; 79,000 tested, 5% active; AID 1794792
LOX IMVI: LOX IMVI melanoma; 79,000 tested, 7.4% active
UACC-257: UACC-257 melanoma; 78,000 tested, 4.4% active; AID 1794764
MALME-3M: MALME-3M melanoma; 78,000 tested, 5.8% active; AID 1794766
SK-MEL-28: SK-MEL-28 melanoma. 81,000 tested, 4.1% active
SK-MEL-5: SK-MEL-5 melanoma | AID 1794755 | 80,000 tested, 6.4% active
An asterisk follows results filed as active; . = not tested or not shown; & = joins results of further samples. How the source made its calls: active means growth percent below 10; inactive means the rest.

SMILES	HS 578T	SK-MEL-2	T-47D	LOX IMVI	UACC-257	MALME-3M	SK-MEL-28	SK-MEL-5
Nc1ncc2c(n1)-c1cccn1CCC2	97	112	.	97	114	106	111	102
CC(C)Nc1nc2c(c(=O)n(C)c(=O)n2C)n1C	102	105	116	102	101	120	113	99
CCCCCCCCCCCCCCCCCCOc1ccccc1CC(=O)OCC[N+]1(C)CCCCC1	62	80	67	1.7*	81	45	63	-2.9*
O=C(c1ccccc1)c1ccc(C2CCCCC2)cc1	103	110	86	95	105	87	103	97
COc1cc2oc(-c3ccc(NC(=O)c4ccc(F)cc4)cc3)cc(=O)c2c(OC)c1OC	102	98	.	99	90	94	98	93
CC(C)CCSc1nc(Nc2ccccc2)c(C#N)c(-c2ccc(F)cc2)n1	49	91	46	60	53	68	87	97
CSC1=NCCCN1	118	97	102	105	89	.	113	114
S=C(Nc1ccc(Cl)cc1)Nc1ccc(Cl)cc1 (tested in a mixture with another compound)	17	-33*	12	5.7*	-15*	-7.9*	26	-61*
O=C1OCC2=C1C(c1cccc([N+](=O)[O-])c1)c1cc3c(cc1N2CCO)CCC3 (stereo not given)	22	18	66	21	70	39	54	1.2*
CC1CC(C)C(C)C(CO)C1 (stereo not given)	96	105	98	93	92	104	121	105
CC(C)CNCC(O)Cc1ccc(Oc2ccccc2)cc1 (stereo not given)	91	92	88	101	80	119	110	89
O=C(NNC(=O)c1ccncc1)NC(=O)c1ccc(Br)cc1	108	98	95	99	107	.	102	100
N#C/C(=C\c1cc(Cl)cc(Cl)c1O)C(/C(C#N)=C/c1cc(Cl)cc(Cl)c1O)c1ccc2c(c1)OCO2 (stereo not given)	104	97	90	96	103	84	111	112
N#CC1(C#N)C(c2c(F)cccc2Cl)C1(C#N)C#N	99	104	96	96	108	103	104	101
Nc1nc(N)c(-c2ccc(Cl)c(Cl)c2)c(CBr)n1	92	88	92	35	69	89	103	63
O=C(COc1ccc(NC(=O)Nc2ccc(Cl)cc2)cc1)N/N=C/c1ccccc1O	.	106	99	.	100	98	108	100
Cc1ccc(S(=O)(=O)n2nc(NS(=O)(=O)c3cc(C)c(Cl)cc3SCc3ccccc3)[nH]c2=O)cc1	76	103	80	90	128	95	104	126
CC(C)OC(=O)Nc1ccccc1Cl	108	101	95	102	101	99	112	98
Cc1ccc(O)c([N+](=O)[O-])c1	.	.	99	99	106	116	109	116
CC1(C)C(=O)/C(=C\c2ccc(C(F)(F)F)cc2)C[C@]2(C)[C@H]3CC[C@@H]4[C@@H](C(=O)/C=C/c5ccc(C(F)(F)F)cc5)CC[C@@]4(C)[C@]3(C)CC[C@@H]12	96	113	101	.	99	105	107	105
Cc1cc2c(-c3nc4ccccn4c3Nc3cccc4ccccc34)c(O)c(O)cc2c(O)c1-c1c(C)cc2c(-c3nc4ccccn4c3Nc3cccc4ccccc34)c(O)c(O)cc2c1O	40	38	16	9.8*	.	11	34	1.8*
N#Cc1c(-c2ccc(Br)cc2)nc2c(N=Nc3ccc(S(N)(=O)=O)cc3)c(N)nn2c1N	45	43	32	29	83	58	63	46
Fc1ccc2[nH]cc(-c3nn4cc(-c5nccs5)nc4s3)c2c1	75	92	51	70	97	69	94	95
COc1ccc(-c2cc(Nc3ccnc(N4CCOCC4)n3)on2)cc1	19	42	55	52	73	87	69	20
CCCCCCOCCCN1C(=O)c2ccccc2C1=O	95	102	96	97	108	94	102	99
CC(C)CCNC(=O)Cn1ccc2ccccc2c1=O	109	95	.	96	96	105	121	99
CC(=O)N[C@H](C(=O)N[C@H](Cc1ccccc1)C(=O)N[C@H](CS)C(=O)N[C@H](CCCNC(=N)N)C(=O)N[C@H](CCCNC(=N)N)C(=O)N[C@H](CCCNC(=N)N)C(=O)N[C@H](CCCNC(=N)N)C(=O)N[C@H](CCCNC(=N)N)C(=O)N[C@H](CCCNC(=N)N)C(=O)N[C@H](CCCNC(=N)N)C(=O)N[C@H](CCCNC(=N)N)C(N)=O)[C@@H](C)O	99	99	114	98	103	117	105	101
Cn1c([N+](=O)[O-])cnc1N1CCN(c2nncs2)C1=O	126	107	104	94	108	109	110	104
O=C(O)c1ccc([N+](=O)[O-])cc1	116	119	107	99	106	180	.	110
Ic1cccc2ccccc12	104	.	98	101	129	112	112	110

Exported with bars between the fields: four of the compounds above
SMILES | HS 578T | SK-MEL-2 | T-47D | LOX IMVI | UACC-257 | MALME-3M | SK-MEL-28 | SK-MEL-5
Ic1cccc2ccccc12 | 104 | . | 98 | 101 | 129 | 112 | 112 | 110
N#Cc1c(-c2ccc(Br)cc2)nc2c(N=Nc3ccc(S(N)(=O)=O)cc3)c(N)nn2c1N | 45 | 43 | 32 | 29 | 83 | 58 | 63 | 46
Cc1ccc(S(=O)(=O)n2nc(NS(=O)(=O)c3cc(C)c(Cl)cc3SCc3ccccc3)[nH]c2=O)cc1 | 76 | 103 | 80 | 90 | 128 | 95 | 104 | 126
Cn1c([N+](=O)[O-])cnc1N1CCN(c2nncs2)C1=O | 126 | 107 | 104 | 94 | 108 | 109 | 110 | 104

Further results.
SMILES	HS 578T	SK-MEL-2	T-47D	LOX IMVI	UACC-257	MALME-3M	SK-MEL-28	SK-MEL-5
CCSC(SCC)C(O)C(O)C(O)C(O)CO (stereo not given)	112&104	110&107	82&98	96&104	82	92&103	108&100	103&99
COc1ccc(Cc2ccc(OC)cc2)cc1	85	114	99	99	97	.	102	93
Cc1ccc(/C=C2/SC(=S)N(CC(=O)Nc3ncc(Cc4ccccc4)s3)C2=O)cc1	96	108	103	98	98	87	101	95
CCN1CCN(c2cc(-c3ccccc3)nc(Nc3ccc(C(c4c[nH]c5ccc(Br)cc45)c4c[nH]c5ccc(Br)cc45)cc3)n2)CC1	100	96	73	80	105	111	95	98
CC(=O)Nc1ccc(O)c(Br)c1	108	103	95	91	98	93	103	96
CCCCCCCS(=O)(=O)N1CCCC(C(=O)Nc2nc3ccc(NC(=O)c4ccc(F)c(OC)c4F)cc3s2)C1 (stereo not given)	25	59	42	34	69	35	74	55
CN1CCN(CCNC(=O)Nc2ncccc2OCc2ccccc2)CC1	89	103	.	.	100	94	101	99
O=C(Nc1cccnc1Nc1ccc(F)cc1)c1cn(Cc2cccc(Oc3ccccc3)c2)nn1	69	74	65	48	87	61	69	39
CN(C)c1ccnc(SCc2ccc(Cl)cc2Cl)n1	123	115	110	101	107	135	117	102
Cn1ccnc1C(=O)/C=C/c1ccc(CC(=O)Nc2ccc(F)cc2)cc1	58	102	29	15	85	90	86	34
Nc1nc(N)c2nc(CNc3ccc(C(=O)NC(CC(=O)O)C(=O)O)cc3)cnc2n1 (stereo not given)	.	68	91	20	78	116	109	44
C=CCOC(=O)Nc1ccccc1	.	.	105	95	63	98	75	102
COc1cc2c(c(OC)c1OC)C(=O)CC(c1cccc(NC(=O)c3cc(NC(=O)[C@H](CO)NC(=O)OC(C)(C)C)ccc3Cl)c1)O2 (stereo not given in full)	29	12	14	.	27	43	21	14
Cc1nc2ccc(OCc3cn(Cc4ccccc4)nn3)cc2c(=O)n1Cc1ccccc1	80	96	61	89	85	105	103	86
CCCCNC(c1ccc(N(CC)CC)cc1)C(Cl)(Cl)Cl (stereo not given)	86	102	84	95	101	137	103	98

Already shown: an excerpt of the list.
SMILES	HS 578T	SK-MEL-2	T-47D	LOX IMVI	UACC-257	MALME-3M	SK-MEL-28	SK-MEL-5
O=C1OCC2=C1C(c1cccc([N+](=O)[O-])c1)c1cc3c(cc1N2CCO)CCC3 (stereo not given)	22	18	66	21	70	39	54	1.2*
CC1CC(C)C(C)C(CO)C1 (stereo not given)	96	105	98	93	92	104	121	105
CC(C)CNCC(O)Cc1ccc(Oc2ccccc2)cc1 (stereo not given)	91	92	88	101	80	119	110	89
O=C(NNC(=O)c1ccncc1)NC(=O)c1ccc(Br)cc1	108	98	95	99	107	.	102	100

Part of the list above, in markdown:
| SMILES | HS 578T | SK-MEL-2 | T-47D | LOX IMVI | UACC-257 | MALME-3M | SK-MEL-28 | SK-MEL-5 |
| --- | --- | --- | --- | --- | --- | --- | --- | --- |
| CN1CCN(CCNC(=O)Nc2ncccc2OCc2ccccc2)CC1 | 89 | 103 | . | . | 100 | 94 | 101 | 99 |
| CCSC(SCC)C(O)C(O)C(O)C(O)CO (stereo not given) | 112&104 | 110&107 | 82&98 | 96&104 | 82 | 92&103 | 108&100 | 103&99 |

Additional records follow:
SMILES	HS 578T	SK-MEL-2	T-47D	LOX IMVI	UACC-257	MALME-3M	SK-MEL-28	SK-MEL-5
CCCCn1c(=O)c2c(nc3n2CCCN3CCc2ccc(O)c(O)c2)n(CCCC)c1=O	85	93	68	83	102	121	98	79
Cc1cc(N)n(-c2nc3ccccc3[nH]2)n1	89	107	.	93	110	90	105	98
Cc1ccc2[nH]c(=O)cc(N=[N+]=[N-])c2c1	.	.	83	91	70	95	108	96
NS(=O)(=O)c1cccc(NC(=O)CSc2ccc(-c3ccccc3)nn2)c1	89	88	78	74	93	84	79	69
O=C(Nc1ccccc1)Oc1ccccc1-c1ccccc1	93	93	.	95	81	95	107	98
CC1OS(=O)OC1C (stereo not given)	98	111&91	93	92&94	94&100	91&107	103&109	98&100
CCOC(=O)c1cccnc1Nc1ccc(NC(=O)Nc2cccc(C(F)(F)F)c2)cc1	89	93	42	89	86	95	82	90
COc1ccc(/C=C2\C(=O)N(Cc3ccco3)SC2=S)c(OC)c1OC	103	.	91	102	83	98	95	87
Cc1cc(Cc2ccc(N=C=O)c(C)c2)ccc1N=C=O	107	104	92	98	94	105	116	92
c1ccc(C(=C2CCCO2)c2ccccc2)cc1	95	95	.	99	115	145	118	105
Cc1ccc(NC(=O)c2c(Nc3ccccc3)nn3cc(-c4nc5ccccc5s4)c(N)nc23)cc1	100	105	.	97	116	99	99	106
FC(F)(F)c1ccc(/C=C/c2cc(/C=C/c3ccc(Cl)cc3Cl)nc3ccccc23)cc1	.	126	92	.	107	88	105	99
CC(=O)OCC1OC(n2cnc3c(=S)nc(N)[nH]c32)C(OC(C)=O)C1OC(C)=O (stereo not given)	77	95	54	20	.	84	114	99
COc1ccc(-c2nc(SCC(=O)c3ccc(-c4ccccc4)cc3)[nH]c(=O)c2C#N)cc1	83	93	82	95	81	96	92	95
COc1ccc(/C=N/NC(=O)Cn2c(-c3ccc(S(C)(=O)=O)cc3)nc3ccccc32)cc1	92	107	102	114	112	89	102	97
Cc1c(Cc2ccccc2)c(=O)oc2c(C)c(OCC(=O)n3nc(C#N)cc3N)ccc12	99	99	82	97	105	99	106	103
CC(O)(c1ccccc1)c1ccc2ccccc2n1 (stereo not given)	96	.	102	95	107	.	101	100
Cn1ccc(-n2nnc(-c3nc4ccccc4[nH]3)c2N)n1	99	108	72	114	109	107	111	97
O=S1SC(c2ccccc2)=NN1c1ccccc1 (stereo not given)	95	96	61	65	101	114	99	97
Cc1nnc2[nH]c(=O)c(/C=C\c3ccco3)nn2c1=O	105	95	110	104	87	181	112	101
CC12CCCC(=O)N1c1ccc(Br)cc1-c1nc(=O)c(-c3ccccc3)nn12 (stereo not given)	109	125	97	97	112	99	111	97
Oc1ccc(/C=N/N=C2c3ccccc3-c3ccccc32)c(O)c1	94	81	43	70	85	105	75	26
CN1CN(C)C(c2ccncc2)=C1c1ccncc1	118	112	95	101	71	128	127	111
CC(C)NC1(C(N)=O)CCNCC1	110	103	104	102	89	115	115	104
CCCC(=O)NC(c1cccnc1)c1cc(Cl)c2cccnc2c1O (stereo not given)	17	43	28	33	35	80	52	34
Cc1cc2nnc(SCC(=O)c3ccccc3)n2c(SCc2ccccc2)n1	96	99	72	101	112	116	104	96
CC1(C)CC[C@]2(C(=O)NCCCNCCCCNCCCN)CC[C@]3(C)C(=CC[C@@H]4[C@@]5(C)Cc6c([nH]c7ccccc67)C(C)(C)[C@@H]5CC[C@]43C)[C@H]2C1	94	101	79	93	96	85	102	82
Cc1ccc(S(=O)(=O)NCCC(CC(C)c2cc3ccccc3s2)c2ccccc2)cc1 (stereo not given)	92	109	65	98	110	89	101	100

Assay outcomes as filed in PubChem BioAssay.

Random draw from the library; any-hit rate near 11%.
